H9c2 TAG inh: inhibitors of triacylglycerol accumulation; H9c2 cells, Nile Red lipid (TAG) fluorescence; cells loaded with 200 µM oleic acid; inhibition, % at 12.5 µM; 0.66% of 230,000 active; AID 651582;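 active = pattern-corrected inhibition of lipid staining of at least 50% with the nuclear-stain viability signal not falling by more than 50%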;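 note: 0% = DMSO wells and 100% = triacsin C control wells; some results filed as inactive read as strong as hits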
H9c2 TAG inh DAPI viability: second read-out of H9c2 TAG inh, no call of its own (marks repeat the call); DAPI nuclei signal change (viability), lower = more cytotoxic, %;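 whole-well DAPI fluorescence read on a plate reader as a viability signal; minus 50 percent equals half of cells still viable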
An asterisk follows results filed as active. This is a subset. The share of hits here may be higher or lower than overall.

SMILES | H9c2 TAG inh | H9c2 TAG inh DAPI viability
Cc1ccccc1COC(=O)CN1C(=O)NC2(CCCC2)C1=O | -2 | 2
COC(=O)c1c(C)nc2ccccc2c1C(=O)O | -9 | 8
Cc1nc(SCC(=O)NCCc2ccccc2)n[nH]1 | -15 | -15
CCc1ccccc1NC(=O)C1C(c2ccccc2)C1(Cl)Cl (stereo not given) | 10 | 5
CC(C)=CCC/C(C)=C/CC/C(C)=N/O | 10 | -4
Cc1ccc(C(=O)N2CCN(c3ccc(NC(=O)c4cc(C)cc(C)c4)cc3)CC2)cc1 | 9 | -5
O=C(/C=C/c1ccc(Br)cc1)NC(=S)N1CCOCC1 | -1 | 3
S=C(NCc1ccccc1)N1CCN(c2ccccc2)CC1 | 9 | -13
CCN(C(=O)COC(=O)c1ccc(Cl)nc1)C1CCS(=O)(=O)C1 (stereo not given) | -9 | 4
CCN(CC)c1ccc(-n2cc3c(=O)n(C)c(=O)n(C)c3c2)cc1 | -125 | 11
Cc1ccccc1NC(=O)C1Cc2ccccc2C(=O)O1 (stereo not given) | 6 | -11
COc1cc(/C=C/C(=O)OCC(=O)NCc2ccco2)ccc1OC(F)F | 7 | -2
COc1cc([N+](=O)[O-])ccc1NC(=S)N1CCN(c2ccccn2)CC1 | 15 | -8
O=[N+]([O-])c1cccc(C2NCC(c3ccccc3Cl)c3c2[nH]c2ccccc32)c1 (stereo not given) | 9 | 3
CCc1cccc(NC(=O)CC2SC(N3CCCC3)=NC2=O)c1 (stereo not given) | 0 | -13
COc1ccc(CNC(=O)Nc2ccc3c(c2)c(=O)n(C)n3Cc2cc(C)cc(C)c2)cc1 | -16 | 33
Cc1ccc(S(=O)(=O)N2CCCC(C(=O)NCc3cccnc3)C2)cc1Cl (stereo not given) | -13 | 4
C#CCSc1nnc(C)c(C)n1 | -2 | 4
CC(=O)N1CCCC1C(=O)O (stereo not given) | 1 | 6
Cc1ccc(C2=NN=C(NC(=O)C(F)(F)F)SC2)cc1 | 12 | -2
Cc1[nH]c(=O)[nH]c(=O)c1S(=O)(=O)N1c2ccc(F)cc2CCC1C (stereo not given) | -6 | 1
COc1ccc(CN(C)C(=O)c2cccc(S(=O)(=O)N3CCN(c4ccccc4)CC3)c2)c(OC)c1OC | -18 | 8
COc1ccc(N(C)C(=O)Cc2c(C(=O)O)[nH]c3ccccc23)c(OC)c1 | 9 | -9
COc1ccc(/C=N/Nc2nc(-c3cccnc3)nc3ccccc23)cc1OC | 18 | 1
Cc1ccc(NC(=O)NCC2CCN(Cc3cc(C)ccc3Cl)CC2)c(C)c1 | 3 | 11
COc1ccc(S(=O)(=O)N2CCCC2CNC(=O)C(=O)Nc2cccc(F)c2)cc1 (stereo not given) | 29 | -14
O=C(NCCc1ccccc1)c1c(F)c(F)c(F)c(F)c1F | 2 | 9
COc1ccc(-c2noc(N3CCC(C(=O)Nc4ccc(F)cc4F)CC3)n2)cc1 | 4 | 0
Cc1ccc(C(=O)NCC(=O)NCC(c2cccs2)N(C)C)cc1C (stereo not given) | 8 | -6
CCN(C[C@H]1N[C@@](Cc2ccccc2)(C(=O)OC)[C@H]2C(=O)N(C)C(=O)[C@@H]12)C(=O)Nc1ccc(C(F)(F)F)cc1 | 20 | -12
O=C(CNCC1CCCO1)Nc1ccc([N+](=O)[O-])cc1C(=O)Nc1ccccc1F (stereo not given) | -13 | 1
Fc1ccc(OCc2nn[nH]n2)c(F)c1 | -18 | 5
CN(C)C(=O)c1ccc(-n2nc(C(F)(F)F)c3c2CCCC3)cc1 | 1 | -11
O=C1CC(C(=O)N2CCN(S(=O)(=O)c3cccc(F)c3)CC2)CN1Cc1ccccc1Cl (stereo not given) | -9 | 6
O=C(Cc1c(Cl)cccc1Cl)Nc1ccncc1 | 4 | -13
O=C(c1cc([N+](=O)[O-])cc([N+](=O)[O-])c1)N1CCCc2ccccc21 | 4 | -9
O=C(O)c1[nH]c2ccccc2c1C(c1ccccc1)c1c(C(=O)O)[nH]c2ccccc12 | 3 | -2
Cc1ccc(NC(=O)CC2C(=O)OCC3CCCCN32)cc1Cl (stereo not given) | 0 | -4
Cc1nn2c(=O)[nH]cnc2c1Cl | 7 | -1
Cc1ccc(NC(=O)C2CCN(S(=O)(=O)c3ccc(C(C)(C)C)cc3)CC2)cc1S(=O)(=O)N1CCOCC1 | 6 | 12
O=C(Cn1ccc(NC(=O)OCc2ccccc2)nc1=O)NCCCn1ccnc1 | 2 | 7
O=C(Nc1ccn(CCCNCc2ccc3c(c2)OCO3)c(=O)n1)OCc1ccccc1 | 9 | 12
COc1ccccc1NC(=O)c1ccc(NC(=O)COC(=O)c2cccnc2Cl)cc1 | -1 | 5
CC(OC(=O)Cn1cc(C(F)(F)F)ccc1=O)C(=O)NC(C)c1ccc(Cl)cc1Cl (stereo not given) | 7 | 0
CS(=O)(=O)N(CC(=O)NC1CCCCC1)c1cccc(Cl)c1 | 0 | -4
CCC(CO)Oc1cc(NCc2ccc(O)cc2)c2ncn(C(C)C)c2c1 (stereo not given) | 1 | 0
CC(NCCC(c1ccccc1)c1ccccc1)c1ccccc1 (stereo not given) | 4 | 13
O=C(CCCCCNC(=O)c1ccccc1)N/N=C/c1ccc(F)cc1 | -3 | 1
CC(=O)Nc1ccc(S(=O)(=O)NCC(=O)NCCc2ccc(S(N)(=O)=O)cc2)cc1 | 8 | -5
COc1ccc(OCC(=O)Nc2ncc3c(n2)CC(C)(C)CC3=O)cc1 | -8 | 2
O=C(Nc1cccc(-c2csc(Nc3ccc(Cl)cc3)n2)c1)c1ccccc1 | 42 | 4
O=C(CCSc1ccccc1)NC(=O)COC(=O)c1ccc(OC(F)F)cc1 | 19 | -10
CCOC(=O)c1c(C)[nH]c(C(=O)CN2C(=O)NC3(CCCC3)C2=O)c1C | -64 | 3
COC1=C(C)C(O)=C(C(=O)/C=C/c2ccccc2)C(=O)C1(C)C | -1 | 0
c1cn2c(NC3CCCC3)c(-c3ccc(N4CCOCC4)cc3)nc2cn1 | -5 | -1
CC(NC(=O)Cc1ccc(S(=O)(=O)N2CCOCC2)s1)c1ccc(Cl)cc1Cl (stereo not given) | 3 | -7
Cc1ccc(N2CC(C(=O)Nc3nnc(SCc4cccnc4)s3)CC2=O)cc1 (stereo not given) | -15 | -5
CC1CC(C)CN(S(=O)(=O)c2cccc3nonc23)C1 (stereo not given) | -9 | 1
O=S(=O)(NCc1ccc2c(c1)OCO2)c1cccc2cccnc12 | 18 | -8
Cc1ccc(NC(=O)CCn2c(=O)oc3ccccc32)cc1 | 4 | 1
Remaining list, next part:
SMILES | H9c2 TAG inh | H9c2 TAG inh DAPI viability
CCOc1ccccc1N(C)C(=O)C1CCN(S(=O)(=O)c2cccc3nonc23)CC1 | -31 | 1
Cn1c(-c2ccc3c(c2)OCO3)cnc1NCc1cccc(Cl)c1 | -12 | 21
CC(C)c1ccc(N2C(=O)CC(Sc3ncn[nH]3)C2=O)cc1 (stereo not given) | -5 | 6
O=C(COC(=O)CCC(=O)N1CCOCC1)Nc1ccc(Br)cc1Br | -6 | 4
O=C(CN1C(=O)NC2(CCCC2)C1=O)c1ccc(Cl)s1 | 1 | 1
CN1CCN(NC(=O)c2cc(-c3cccc(Cl)c3)nc3ccccc23)CC1 | 6 | 10
COc1cc(C(CCN2CCN(c3ccccc3)CC2)c2c(OC)cc(OC)c3ccc(=O)oc23)cc(OC)c1OC (stereo not given) | 19 | 8
Nc1n[nH]c2ccccc12 | -1 | -16
C#Cc1ccc([C@H]2C=C(C(=O)OCC=C)O[C@@H](OCc3ccc(CO)cc3)C2)cc1 | -12 | -11
O=C(Cn1c(=O)oc2cc(S(=O)(=O)N3CCCC3)ccc21)N1CCN(C2CCCCC2)CC1 | 1 | -7
CCN(c1ccccc1)S(=O)(=O)c1cnc[nH]1 | -5 | -5
CC1(C(=O)NCc2ccncc2)Cc2c(-c3cccc(C(F)(F)F)c3)ccnc2O1 (stereo not given) | 21 | -9

Another view of some results above:
Molecule	H9c2 TAG inh	H9c2 TAG inh DAPI viability
COc1cc(C(CCN2CCN(c3ccccc3)CC2)c2c(OC)cc(OC)c3ccc(=O)oc23)cc(OC)c1OC (stereo not given)	19	8
O=C(Cn1c(=O)oc2cc(S(=O)(=O)N3CCCC3)ccc21)N1CCN(C2CCCCC2)CC1	1	-7

(list continues)
SMILES | H9c2 TAG inh | H9c2 TAG inh DAPI viability
O=c1[nH]cnc2c1ncn2-c1ccc(Cl)cc1 | -32 | 7
O=C(Nc1ccc(OC(F)(F)F)cc1)C1CCCCN1S(=O)(=O)c1ccccc1 (stereo not given) | -19 | 1
CC(CC(=O)Nc1nccs1)c1ccccc1 (stereo not given) | -8 | -6
Cc1ccc2nc(N(CCCN(C)C)C(=O)c3ccc(S(=O)(=O)N4CCCCCC4)cc3)sc2c1 | 25 | -14
COc1nn(CC(=O)N2N=C(C)CC2(O)C(F)F)cc1[N+](=O)[O-] (stereo not given) | -11 | 13
COC(=O)C(C)Sc1nc(NCc2ccccc2)nc(N(C)C)n1 (stereo not given) | -4 | 3
Cc1ccc(-c2nnn(CC(=O)N(CC3CCCO3)C(C(=O)NC3CCCC3)c3ccc(O)cc3)n2)o1 (stereo not given) | -7 | 1
CCCCNS(=O)(=O)c1ccc2nc(-c3cccnc3)cc(C(=O)NC(C)C)c2c1 | 9 | -14
CC(Sc1cccc[n+]1[O-])C(=O)Nc1ccc(Oc2ccccc2)cc1 (stereo not given) | -1 | 3
Cc1nnc(NC(=O)c2ccc(S(=O)(=O)N(C)c3ccccc3)cc2)s1 | 16 | -12
CCn1c(SCC(=O)N2CCCCC2)nc2c([nH]c3ccccc32)c1=O | 22 | -14
Cc1ccc(/C=C(\NC(=O)c2ccccc2)C(=O)N2CCCC2C(=O)O)cc1 (stereo not given) | 2 | 4

The last 6 entries of the part before open the next one.
SMILES | H9c2 TAG inh | H9c2 TAG inh DAPI viability
Cc1ccc(-c2nnn(CC(=O)N(CC3CCCO3)C(C(=O)NC3CCCC3)c3ccc(O)cc3)n2)o1 (stereo not given) | -7 | 1
CCCCNS(=O)(=O)c1ccc2nc(-c3cccnc3)cc(C(=O)NC(C)C)c2c1 | 9 | -14
CC(Sc1cccc[n+]1[O-])C(=O)Nc1ccc(Oc2ccccc2)cc1 (stereo not given) | -1 | 3
Cc1nnc(NC(=O)c2ccc(S(=O)(=O)N(C)c3ccccc3)cc2)s1 | 16 | -12
CCn1c(SCC(=O)N2CCCCC2)nc2c([nH]c3ccccc32)c1=O | 22 | -14
Cc1ccc(/C=C(\NC(=O)c2ccccc2)C(=O)N2CCCC2C(=O)O)cc1 (stereo not given) | 2 | 4
CC(C)NC(=O)N(C)C[C@H]1Oc2c(NC(=O)Cc3ccccc3)cccc2C(=O)N([C@H](C)CO)C[C@@H]1C | 0 | -13
CCN(CC)S(=O)(=O)c1cccc(-c2n[nH]c(=S)n2/N=C/c2ccc(OC)cc2)c1 | 7 | 5
O=C(CN1CCN(C2CCCCC2)CC1)c1ccc2cc[nH]c2c1 | 19 | 8
CSc1nnc(Cn2c(=O)sc3ccccc32)n1-c1ccccc1C | -10 | 3
CCN(CC)S(=O)(=O)c1ccc(/C=C/C(=O)OCC(=O)N(C(C)C)C(C)C)cc1 | 0 | -6
O=C1OCCN1CCNCc1cn(-c2ccc(F)cc2)nc1-c1ccccc1Cl | 12 | 7
Cc1nc(-c2ccccc2)sc1C1(C)CC(c2ccc([N+](=O)[O-])cc2)=NO1 (stereo not given) | 7 | -2
COC(=O)C1=C(C)N(Cc2cccnc2)C(=O)/C1=C\c1sccc1C | -10 | -1
COc1ccc(C(=O)/C=C\N2CCOCC2)cc1 | 9 | 1
CC(=O)N1CCc2cc(S(=O)(=O)C(C)CC(=O)NCc3ccco3)ccc21 (stereo not given) | 3 | -5
COC(=O)CCC(=O)Nc1nnc(C(F)(F)F)s1 | 5 | -2
O=C(CSc1nnc(-c2ccco2)o1)c1ccccc1 | 15 | -8

Taken from above:
H9c2 TAG inh DAPI viability with CC(=O)N1CCc2cc(S(=O)(=O)C(C)CC(=O)NCc3ccco3)ccc21 (stereo not given) → -5
H9c2 TAG inh with COC(=O)CCC(=O)Nc1nnc(C(F)(F)F)s1 → 5
H9c2 TAG inh DAPI viability with O=C(CSc1nnc(-c2ccco2)o1)c1ccccc1 → -8
H9c2 TAG inh DAPI viability with CCN(CC)S(=O)(=O)c1cccc(-c2n[nH]c(=S)n2/N=C/c2ccc(OC)cc2)c1 → 5
H9c2 TAG inh with O=C1OCCN1CCNCc1cn(-c2ccc(F)cc2)nc1-c1ccccc1Cl → 12

The results go on.
SMILES | H9c2 TAG inh | H9c2 TAG inh DAPI viability
Cc1ccc(S(=O)(=O)N2CCN(CC(=O)N3CCCC3)CC2)c(C)c1 | 3 | -2
COCCOC(=O)c1c(C)n(C)c2ccc(OC(=O)N3CCOCC3)cc12 | 15 | -7
CCNC(=O)CSC1=N/C(=C\c2ccc(O)c(OCC)c2)C(=O)N1c1ccc(OC(F)F)cc1 | 15 | -6
COc1ccccc1CNC(=O)COC(=O)c1ccc(C)c(S(=O)(=O)N2CCCCC2)c1 | 4 | 2
COc1ccc(C2NC3=C(CCC3)C3(C#N)C(OC)(OC)N=C(N)C23C#N)cc1 (stereo not given) | 13 | 3
COC(=O)c1cnc2c(c(C)nn2C)c1OC | -16 | 10
O=C(CCCN1C(=O)c2cccc3cccc(c23)C1=O)NCc1ccco1 | -15 | 6
COc1cc2[nH]c(=S)n(Cc3ccc(C)cc3)c(=O)c2cc1OC | -26 | 1
Clc1ccccc1CN1CCN(CCCc2ccccc2)CC1 | -3 | 7
CC(=O)n1cc([C@@H]2C=C(C(=O)N3CCOCC3)O[C@H](OCCCCO)C2)c2ccccc21 | -8 | -5
CC(C)N1CCCC(CNC(=O)CCc2nnc(CCCCc3ccccc3)o2)C1 (stereo not given) | 6 | 14
CC(C)CCNC(=O)Cn1c(=O)oc2cc(S(=O)(=O)N3CCc4ccccc43)ccc21 | -9 | 0
O=C(NCCCCc1ccccc1)C1CC(c2ccc([N+](=O)[O-])cc2)=NO1 (stereo not given) | -13 | 0
Cc1cccc2nc(-c3cccc(NC(=O)c4ccc(Cl)cc4)c3)cn12 | 17 | -8
c1ccc(Cc2cc(-c3ccccc3)on2)cc1 | 1 | 15

Assay outcomes: PubChem, Sanford-Burnham Center for Chemical Genomics
